# Screening data as filed in PubChem.
# Nrf2 ARE act: qHTS of Nrf2 Activators; hit rate 0.31% among 410,000; AREc32 ARE-luciferase reporter (MCF7-derived line), luminescence, 24 h; Potency, µM (titrated, usually from 46.1 µM), for inactives: top-dose activation, usual class: activators; note: potency is the fitted concentration of half-maximal effect; % of control where 0% means no effect; nearly all actives have a fitted effect of over 65% in size
#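 AREc32 cells carrying an ARE-driven firefly luciferase reporter were seeded at 1000 cells/well in OPTI-MEM with 5% FBS, then exposed to compound for 24 hr at 37 deg C. Luminescence was read with Steady-Glo after 30 min at RT.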
# ATXN2 expr inh: Primary qHTS for Inhibitors of ATXN expression; hit rate 0.72% among 360,000; AID 1745845, 2022; HEK-293 ATXN2-luciferase reporter, luminescence, 24 h; Potency, µM (series often up to 57 µM), for the others: at the top dose activity change, negative = inhibition, usual class: inhibitors; note: potency is the fitted concentration of half-maximal effect; % is set by controls: 0 for no effect and ±100 for the full control effect; nearly all actives have a fitted effect of over 55% in size
#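 ATXN2-luciferase reporter cells (luciferase flanked by upstream and downstream ATXN2 gene portions) were treated 24 h at 37 °C with compounds at up to 57 uM. SteadyGlo luminescence gave expression; GF-AFC fluorescence gave viability.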
# A549 viability: Nrf2 qHTS screen for inhibitors: counterscreen for cytotoxicity. Potency, µM (highest dose often 46 µM), for inactives: at the top dose activity change, negative = cytotoxicity, most hits filed as inhibitors. A549 ARE-Fluc cells, CellTiter-Fluor viability, 18-24 h. hit rate 0.16% among 390,000. AID 504648, 2011; note: potency is the fitted concentration of half-maximal effect; % is set by controls: 0 for no effect and ±100 for the full control effect
#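 A549 ARE_Fluc cells in 5% FBS OPTI-MEM were exposed to compounds in concentration-response for 18-24 h at 37 deg C. Viability was read by CellTiter-Fluor fluorescence (Ex 405/Em 525) after 30 min, before the luciferase read.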
# IL1B secr inh: qHTS for Inhibitors of Inflammasome Signaling: IL-1-beta AlphaLISA Primary Screen; activity change, % at 57.5 µM; hit rate 4.7% among 360,000; THP-1 LPS/ATP IL-1B secretion, AlphaLISA, 16 h; hits give low values; AID 743279, 2014; in the data active = activity change below about -50%; inconclusive = mostly about -30% to -49%; note: % is set by controls: 0 for no effect and ±100 for the full control effect
#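 THP-1 cells pretreated 1 hr with compounds (up to 57.5 uM final), then stimulated with LPS (250 ng/mL final) plus ATP (1.25 mM final); secreted IL-1B measured by AlphaLISA after 16 hr, decreased signal indicating inhibition.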
# TGFb SMAD3 inh: qHTS for Inhibitors of TGF-b; HepG2 CAGA-GFP TGF-b/SMAD3 reporter, GFP fluorescence, 18 h; TGF-beta stimulated, 500 pg/mL final; Potency, µM (highest dose often 46.1 µM), inactives show top-dose activity, negative = inhibition, usual class: inhibitors; hit rate 1.2% among 410,000; AID 588855, 2011; note: potency is the fitted concentration of half-maximal effect; % is set by controls: 0 for no effect and ±100 for the full control effect; nearly all actives have a fitted effect of over 65% in size
#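 HEPG2 CAGA-GFP reporter cells (1000/well, DMEM with 1% FBS) received compounds, then recombinant TGF-beta at 500 pg/mL final for 18 hours at 37 degrees C. Per-cell GFP summed per well was normalised to unstimulated and stimulated DMSO controls before curve fitting.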
# HepG2 viability: qHTS for Inhibitors of TGF-b: Cytotox Counterscreen; HepG2 CAGA-GFP viability, ATP luminescence, 18 h; Potency, µM (top dose mostly 46.1 µM), without a hit: at the highest dose activity change, negative = cytotoxicity, most hits filed as cytotoxic; hit rate 0.76% among 410,000; AID 588856, 2011; note: potency is the fitted concentration of half-maximal effect; some results filed as inactive show a strong effect at the top dose
#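 CellTiter-Glo luminescence gave cytotoxicity after 18 hours at 37 degrees C. The cells were HepG2 CAGA-GFP in 1% FBS DMEM, stimulated with 500 pg/mL TGF-beta after compound addition. %Activity was normalised to no-cell wells (complete cell-killing) and DMSO (no toxicity), and curves were fitted and classified.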
# Nrf2 inh: Nrf2 qHTS screen for inhibitors; hit rate 2.1% among 360,000; A549 ARE-Fluc reporter, luciferase luminescence, 18-24 h; Potency, µM (series often up to 46 µM), for the others: at the highest dose activity change, negative = inhibition, usual class: inhibitors; note: potency is the fitted concentration of half-maximal effect; % is set by controls: 0 for no effect and ±100 for the full control effect; nearly all actives have a fitted effect of over 60% in size
#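 A549 ARE_Fluc cells (5000/well, 5% FBS OPTI-MEM) pre-incubated 2 h, then treated with compounds 18-24 h at 37C/5% CO2 in concentration-response. CellTiter-Fluor viability read first; BugLite luciferase luminescence after 15 min at room temperature gives Nrf2 activity.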
# ATXN viability: Viability Counterscreen for Primary qHTS for Inhibitors of ATXN expression | S2 cells (HEK-293 line with an ATXN2-luciferase reporter) viability, CellTiter-Fluor protease fluorescence, 24 h | Potency, µM (series often up to 56.7 µM), actives largely listed as cytotoxic | hit rate 0.49% among 400,000; note: potency is the fitted concentration of half-maximal effect; nearly all actives have a fitted effect of over 40% in size
# MCF10A rerep: A quantitative high throughput screen for small molecules that induce DNA re-replication in MCF 10a normal breast cells | Potency, µM (highest dose often 46.1 µM), without a hit: at the highest dose activity, positive = re-replication, actives largely listed as activators | hit rate 2.9% among 350,000 | MCF 10A DNA re-replication, Hoechst nuclear intensity, 48 h | AID 624296, 2012; note: potency is the fitted concentration of half-maximal effect; % of control where 0% means no effect; nearly all actives have a fitted effect of over 50% in size
# An asterisk follows results filed as active; i = inactive; ? = inconclusive; · = not tested or not shown; [ ] = remark or other dose. Unless noted, calls come from the whole dose curve; as a rule, active = well fitted curve in the direction sought with a large enough effect; inconclusive = small, poorly fitted or top-dose-only effect, or another doubt; inactive = no such curve, though single readings can be large; an effect the other way counts as inactive or inconclusive. Random draw from the library; overall some 8.8% were active at least once.
# Results follow in this order: Nrf2 ARE act	ATXN2 expr inh	A549 viability	IL1B secr inh	TGFb SMAD3 inh	HepG2 viability	Nrf2 inh	ATXN viability	MCF10A rerep
[1] COc1ccc(NC(=O)Nc2nnc(N(CC(C)C)CC(C)C)s2)c(OC)c1
    -2.4%	·	-2%	·	?	-96%	?	·	·
[2] O=S(=O)(Cc1ccccc1)/C1=C(\N2CCOCC2)CCCCCC1
    -0.1%	4%	-7%	-13	13%	-19%	-29%	i	0%
[3] Cc1ccc(CNC(=O)c2cccnc2)cc1
    0.1%	·	14%	22	-6%	-5%	-3%	i	-1%
[4] Cc1cc(C)c2nc(NC(=O)c3cc(C)on3)sc2c1
    1.9%	2%	-4%	-10	-4%	-12%	?	i	1%
[5] O=C(CNC(=O)c1ccco1)OCC(=O)c1ccc2c(c1)CCCC2
    0.2%	0%	·	-2	24%	-13%	7%	i	9%
[6] CCOC(=O)c1ccc(NC(=O)c2ncn3c2C(=O)NC[C@H]3C)cc1
    5.2%	-6%	·	-18	-23%	-13%	·	i	·
[7] O=C(/C=N\O)NCCCNCc1ccccc1
    0.1%	7%	-1%	1	1%	2%	11%	i	16%
[8] O=C(Nc1c(F)cc(F)cc1Br)c1ccco1
    -0.1%	6%	-1%	-8	-3%	-1%	9%	i	-6%
[9] COc1cccc(CN(C)C(=O)c2cc(S(=O)(=O)NC3CCCCC3)ccc2C)c1OC
    0.7%	-26%	-11%	-23	-23%	-19%	?	i	1%
[10] CCNC(=O)COC(=O)Cc1ccc(Cl)cc1Cl
    -0.1%	18%	-7%	-16	-2%	3%	2%	i	0%
[11] COc1ccc(CN2CCCC(CNC(=O)c3ccc(F)cc3)C2)c(C)c1C (stereo not given)
    -1.9%	·	21%	-25	-12%	7.9µM*	-1%	i	?
[12] CC12CCC(C(=O)NCc3ccc4c(c3)OCO4)(C(=O)C1=O)C2(C)C (stereo not given)
    -0.1%	6%	-15%	-11	-1%	-12%	-23%	i	3%
[13] COc1ccc(/C=C2\CC/C(=C\c3ccc(OC)c(OC)c3)C2=O)cc1OC
    0.3%	-24%	4%	-6	4%	-53%	0%	i	?
[14] Cc1ccc(-c2nnn3c2nc(NCC(C)c2ccccc2)c2ccccc23)cc1 (stereo not given)
    0.2%	44%[activator]	4%	·	-27%	-18%	?	i	·
[15] CN=c1sc2ccccc2n1CC(O)COCc1ccco1 (stereo not given)
    ?	22%	12%	1	-3%	-3%	?	i	-2%
[16] Cc1cccc(-n2c(C)nc3cc(C(=O)NCCC4=CCCCC4)ccc32)c1
    6.0%	26%	1%	·	0%	-25%	·	?	·
[17] CSc1ccc(/C=C/C(=O)N2CCCN(C)CC2)cc1
    2.3%	5%	-2%	-9	22%	0%	15%	i	0%[9.22 µM]
[18] O=CN/C=C/c1cc(O)ccc1O
    14%	?	-7%	-22	-6%	0%	2%	·	?
[19] CCOc1ccccc1N1CCN(CC(=O)NC(C)c2ccccc2)CC1 (stereo not given)
    -0.9%	-2%	0%	15	11%	2%	-13%	i	-2%
[20] Cc1ccc(S(=O)(=O)N2C[C@H]3C(=O)C[C@@H](c4ccccc4)N(S(=O)(=O)c4ccc(C)cc4)[C@H]3C[C@H]2c2cccs2)cc1
    -0.9%	4%	·	-10	-27%	-4%	·	i	·
[21] CCCCCCCCN1C(=O)[C@H](CC(=O)NCCCOCCCC)C[C@@]2(C(=O)OC)CCCCC=C12
    -2.4%	?	·	-78*	·	·	·	?	·
[22] Cc1cccc(NC(=O)CN2C(=O)N/C(=C/c3ccc(C)o3)C2=O)c1
    12%	5%	-10%	-1	0%	-5%	15%	i	-45%[inhibitor]
[23] O=C(NC1CCC(c2ccccc2)CC1)c1cccnc1 (stereo not given)
    1.7%	3%[11.3 µM]	12%	-18	-13%	0%	7%	i	10%
[24] CCCCn1c(-c2ccccc2)nc2c(=O)n(C)c(=O)[nH]c21
    -0.6%	1%	4%	10	18%	21%	-3%	i	8%
[25] CCOc1cc2[nH]c(=O)n(CCCCC(=O)N3CCN(c4ccc(OC)cc4)CC3)c(=O)c2cc1OCC
    0.6%	3%	-14%	·	14%	5%	·	i	·
[26] c1ccc(NC2=NCCCCS2)cc1
    -0.8%	-6%	-4%	12	-1%	-26%	18%	i	6%
[27] CCN(CC)CC(=O)Nc1ccc(C)cc1C(=O)c1ccccc1
    1.8%	-8%	2%	5	3%	-9%	-5%	i	?
[28] COc1cc(OC)cc(C(=O)OCC(=O)NCc2ccc3c(c2)OCO3)c1
    -0.5%	-11%	1%	-2	9%	-24%	3%	i	1%
[29] COc1cccc(NC(=O)CSC(N)=O)c1
    3.6%	-5%	6%	?	-3%	-3%	4%	i	?
[30] CC1=C(C(=O)Nc2ccccc2)C(c2cccs2)n2nc(SCc3ccccc3F)nc2N1 (stereo not given)
    -0.3%	-9%	14%	·	16%	-12%	2%[9.27 µM]	i	·
[31] Cc1nn(C(=O)c2c(-c3ccccc3)noc2C)c(C)c1N=Nc1cc(C(F)(F)F)cc(C(F)(F)F)c1
    0.2%	·	-1%	35	-4%	-4%	10%	i	6%
[32] CS(=O)(=O)Nc1nc2n(n1)C(c1ccccc1)CC(c1ccccc1)N2 (stereo not given)
    -0.7%	8%	-2%	4	-28%	-9%	7%	i	-4%
[33] COc1ccc(N(CC(=O)NCCC2=CCCCC2)S(=O)(=O)c2ccccc2)c(OC)c1
    -0.4%	1%	0%	-8	-21%	-22%	-8%	i	-3%
[34] O=C1Nc2cc(C(=O)N3CCN(c4ccccn4)CC3)ccc2S/C1=C\c1ccccc1
    0.8%	0%	-2%	-16	-24%	-2%	23µM*	i	?
[35] CCOCCn1c(SCC(=O)OCc2ccccc2)nc2c1c(=O)[nH]c(=O)n2C
    -0.5%	3%	-9%	2	-4%	-17%	14%	i	13%
[36] CCN(CC)S(=O)(=O)c1ccc(Cl)c(NC(=O)CSc2cccc[n+]2[O-])c1
    3.6%	·	14%	-9	-11%	0%	10%	i	15%
[37] CSCc1ccc(C(=O)NC(C)c2cnn(-c3ccccn3)c2C)o1 (stereo not given)
    -0.7%	17%	2%	0	8%	1%	13%	i	4%
[38] CC(C)c1nnc(NC(=O)C2CCN(C(=O)Nc3ccc(Cl)cc3)CC2)s1
    2.8%	1%	1%	-5	-6%	-8%	?	i	25%
[39] O=C(COC(=O)c1ccc2ncsc2c1)Nc1cc([N+](=O)[O-])ccc1Cl
    ?	-10%	11%	19	?	-27%	-10%	i	2%
[40] Cc1cccc(NC(=O)CCNC(=O)c2ccco2)c1C
    -0.2%	-1%	-2%	24	3%	2%	0%	i	4%
[41] COc1ccccc1NC(=O)C1=C(C)Nc2nc(CCCO)nn2C1c1cccnc1 (stereo not given)
    -0.3%	12%	11%	8	3%	2%	·	i	-3%
[42] Cc1cc(C(=O)NNC(=O)c2ccc(S(=O)(=O)N(C)C)cc2)c(C)o1
    0.2%	-5%	-4%	14	4%	2%	9%	i	-2%
[43] CN(C)c1ccc2c(=O)c3ccccc3oc2n1
    14%	-8%	·	15	-2%	-27%	·	i	·
[44] CCOC(=O)c1oc2c(c1C)-c1nn(Cc3ccc(Cl)cc3)cc1CC2
    2.7%	·	18%	·	·	-25%	?	·	·
[45] NC(=O)c1ccc(SCC(=O)OCC(=O)N2CCCCC2)c([N+](=O)[O-])c1
    -0.6%	7%	-3%	14	?	3%	8%	i	3%
[46] COC(=O)c1c(C)[nH]c(C(=O)COC(=O)c2c(C)noc2C)c1C
    2.8%	9%	-3%	?	-2%	-2%	17%	i	0%
[47] CC(=O)c1ccc(OC(=O)CCc2ccccc2)cc1
    -0.2%	6%	-8%	17	2%	-7%	-9%	i	6%
[48] Cn1ccnc1Sc1ccc(C(N)=O)cc1[N+](=O)[O-]
    -0.5%	-13%	-11%	15	6%	-3%	-7%	i	-2%
[49] COc1ccc(-c2noc(N3CCCC(C(=O)Nc4ccccc4F)C3)n2)cc1 (stereo not given)
    0.1%	2%	1%	11	1%	0%	5%	i	2%
[50] COc1ccc(Oc2c(Cl)cnn(-c3ccc(Cl)c(Cl)c3)c2=O)cc1
    ?	?	?	-113*	-3%	-32%	·	?	?

# Next part:
# Results follow in this order: Nrf2 ARE act	ATXN2 expr inh	A549 viability	IL1B secr inh	TGFb SMAD3 inh	HepG2 viability	Nrf2 inh	ATXN viability	MCF10A rerep
[51] CCN(C)c1cc2c(c3c1ccn3C)C1CCC2C1 (stereo not given)
    -1.3%	-37%	·	-14	-3%	-6%	·	i	·
[52] COc1ccccc1C(=O)N/C(=C/c1ccc(Br)cc1)C(=O)NCC(=O)O
    -0.1%	-5%	2%	0	0%	-8%	2%	i	8%
[53] CC(C)C(NS(=O)(=O)c1cccc2cccnc12)C(=O)Nc1ccc(OC(F)(F)F)cc1 (stereo not given)
    5.6%	5%	3%	·	-7%	-3%	-4%	i	·
[54] Cc1cc2nc3n(c2cc1C)CC1CC(C(=O)NCc2ccco2)N(C)C31 (stereo not given)
    -1.0%	5%	1%	6	-2%	-12%	23%	i	-1%
[55] NC(=O)c1c(NC(=O)c2cccnc2)sc2c1CCCC2
    5.9%	0%	-3%	-11	-8%	-15%	?	i	-1%
[56] Cc1ccc(NC(=O)c2ccc3c(c2)N(CC(=O)N2CCCCC2)C(=O)C(C)(C)O3)cc1
    -0.3%	0%	1%	-5	7%	5%	-7%	i	-182%[0.0737 µM]
[57] CN(CC(=O)Nc1cccc(F)c1)C(=O)c1cccc(S(=O)(=O)N2CCN(Cc3ccccc3)CC2)c1
    -0.8%	·	·	9	?	-22%	·	i	·
